LDHA block = LDHA (human) enzyme inhibition; 480,000 tested, 0.15% active; P00338; purified LDHA, NADH/diaphorase-resazurin fluorescence; active compounds read low; AID 1347041; activity change, % (values are at about 110 or 230 µM); in the data active = activity change below about -30%; inconclusive = mostly about -25% to -30%;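 note: plate controls were DMSO wells for no effect and wells without enzyme for full effect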
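LDH5 2 nM; NADH 0.06 mM, pyruvate 0.2 mM; 200 mM Tris pH 7.4, EDTA, Tween-20; 5 min RT. Detection: diaphorase 0.133 mg/mL + resazurin 37 µM, fluorescence ex540/em590 at 0 and 20 min; normalized to enzyme-free and DMSO wells.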
GRP78 ERSR act = ER stress response induction in glioma | U87-MG GRP78 promoter luciferase reporter, 16 h | Potency, µM, without a hit: at the highest dose activation, hits mostly activators | 420,000 tested, 0.02% active | AID 602332; active = well fitted activation curve with a large enough effect; inconclusive = small, poorly fitted or top-dose-only effect; inactive = no such curve, though single readings can be large or run the other way; note: potency is the fitted concentration of half-maximal effect; series mostly up to about 76 µM; % of control where 0% means no effect; nearly all actives have a fitted effect of over 35% in size
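ERSR induction read as luciferase luminescence (Bright-Glo, 10 min at room temperature) in stably transfected human U87-MG glioma cells exposed to compounds for 16 h, using GRP78 as sensor.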
The depositor's hits bear a star; ? = inconclusive.

Values in the order – LDHA block, GRP78 ERSR act
(1) CCc1ccc2c(c1)NC(=O)C2(C)Cc1ccc(Cl)s1 (configuration not stated)
  -3, -1%
(2) CCCNC(=O)C1(C)CCCN(Cc2ccc(C(F)(F)F)cc2)C1 (configuration not stated)
  -6, -1%
(3) COc1ccc(N2CCN(C(=O)c3[nH]c(C(F)(F)F)nc3-c3ccccc3)CC2)cc1
  -1, -2%
(4) Cc1cc(CNC[C@H]2O[C@@H](n3ccc(=O)[nH]c3=O)[C@H](O)[C@@H]2O)no1
  -6, -4%
(5) O=C1Cn2nnc(-c3ccccc3)c2C2c3ccccc3CCN12 (configuration not stated)
  -5, -5%
(6) COc1ccc(CN2CCC(C(=O)NC(c3ccc4c(c3)OCO4)c3ccccn3)CC2)cc1 (configuration not stated)
  -9, -2%
(7) CC(C)N(C)c1ncnc2c1ncn2[C@H]1CN(C2CCCC2)C[C@@H](CO)O1
  -1, -3%
(8) CCc1cnc(Nc2nc(C(N)Cc3ccc(Cl)cc3)cs2)nc1 (configuration not stated)
  -11, -6%
(9) COc1ccc(-c2cc3nc(NCCOc4ccccc4)ccn3n2)cc1
  -4, -2%
(10) CCCNC(=O)C1(C)CCN(CCS(=O)(=O)c2ccc(C)cc2)C1 (configuration not stated)
  2, -3%
(11) O=C(c1ccc(C(F)(F)F)cc1)N(CCCn1ccnc1)C(c1ccccn1)c1nc2ccccc2[nH]1 (configuration not stated)
  0, 1%
(12) CC1(C(=O)NCc2ccccc2Br)CCN1Cc1csc2ccccc12 (configuration not stated)
  1, 1%
(13) CC1(C(=O)NCc2ccccc2Br)CCN1Cc1c(F)cccc1F (configuration not stated)
  2, -1%
(14) COCCCN1C(=O)C(CC(=O)NC2CCCCC2)CC(C(=O)N(C(C)C)C(C)C)=C1C (configuration not stated)
  -2, -5%
(15) OC[C@@H]1CN(Cc2ccccc2)C[C@H](n2cnc3c(N4CCCC4)ncnc32)O1
  -5, 1%
(16) COc1cc(F)ccc1-c1csc(C(NC(C)=O)c2ccc(F)c(F)c2)n1 (configuration not stated)
  -3, -3%
(17) COc1ncc(-c2cccc3nccn23)c(OC)n1
  1, -3%
(18) Cc1ccc(Cl)cc1-c1cc(C(=O)Nc2ccc(F)cc2)[nH]n1
  -9, 0%
(19) c1cc(-c2ccc(N3CCOCC3)cc2)n2cnnc2c1
  4, 1%
(20) CCc1nc2c(OCC(=O)C(C)(C)C)cccn2c1N(C)C(=O)COc1ccccc1
  -4, 5%

Among those listed so far, 9 contain a halogen.
Values in the order – LDHA block, GRP78 ERSR act
(1) CCc1ccc2c(c1)NC(=O)C2(C)Cc1ccc(Cl)s1 (configuration not stated)
  -3, -1%
(2) CCCNC(=O)C1(C)CCCN(Cc2ccc(C(F)(F)F)cc2)C1 (configuration not stated)
  -6, -1%
(3) COc1ccc(N2CCN(C(=O)c3[nH]c(C(F)(F)F)nc3-c3ccccc3)CC2)cc1
  -1, -2%
(8) CCc1cnc(Nc2nc(C(N)Cc3ccc(Cl)cc3)cs2)nc1 (configuration not stated)
  -11, -6%
(11) O=C(c1ccc(C(F)(F)F)cc1)N(CCCn1ccnc1)C(c1ccccn1)c1nc2ccccc2[nH]1 (configuration not stated)
  0, 1%
(12) CC1(C(=O)NCc2ccccc2Br)CCN1Cc1csc2ccccc12 (configuration not stated)
  1, 1%
(13) CC1(C(=O)NCc2ccccc2Br)CCN1Cc1c(F)cccc1F (configuration not stated)
  2, -1%
(16) COc1cc(F)ccc1-c1csc(C(NC(C)=O)c2ccc(F)c(F)c2)n1 (configuration not stated)
  -3, -3%
(18) Cc1ccc(Cl)cc1-c1cc(C(=O)Nc2ccc(F)cc2)[nH]n1
  -9, 0%

Grouped by structure: the entries above containing a Cl atom.
Values in the order – LDHA block, GRP78 ERSR act
(1) CCc1ccc2c(c1)NC(=O)C2(C)Cc1ccc(Cl)s1 (configuration not stated)
  -3, -1%
(8) CCc1cnc(Nc2nc(C(N)Cc3ccc(Cl)cc3)cs2)nc1 (configuration not stated)
  -11, -6%
(18) Cc1ccc(Cl)cc1-c1cc(C(=O)Nc2ccc(F)cc2)[nH]n1
  -9, 0%

Next part.
Values in the order – LDHA block, GRP78 ERSR act
(21) O=C(Nc1cccc(Cl)c1Cl)c1csc([C@@H]2O[C@H](CO)[C@H](O)[C@H](O)[C@H]2O)n1
  -1, -1%
(22) Cc1oc(-c2cccs2)cc1C(=O)N1CCC(C)(C(=O)NS(=O)(=O)C2CC2)C1 (configuration not stated)
  -3, -2%
(23) CC1(C(=O)NS(=O)(=O)c2cccc(F)c2)CCN1C(=O)CCC1CCCC1 (configuration not stated)
  -6, -3%
(24) CNC[C@H]1OCc2cnnn2CCCC(=O)N([C@H](C)CO)C[C@@H]1C
  -4, -2%
(25) OC(c1cccnc1)c1nc(-c2cccc(F)c2)cs1 (configuration not stated)
  -10, -5%
(26) COc1ccc(C(O)c2nc(-c3ccncc3)cs2)cc1 (configuration not stated)
  0, -2%
(27) COC(=O)c1cccc(CC2(C)C(=O)Nc3cc(-c4ccccc4Cl)ccc32)c1 (configuration not stated)
  -10, 2%
(28) C#CCN1CCc2onc(-c3ccccc3OC)c2C1=O
  -4, -3%
(29) COc1ccc(S(=O)(=O)N2CCCCC2c2cc(C(=O)Nc3ccc(OC)cc3C)no2)cc1 (configuration not stated)
  1, -4%
(30) CC(=O)Nc1cc(-c2ccc(F)cc2)cn2c(-c3ccc(S(C)(=O)=O)cc3)cnc12
  2, 5%
(31) CC(=O)Nc1cc(-c2ccc(CO)cc2)cn2c(-c3ccc(F)c(Cl)c3)cnc12
  9, ?
(32) CN(C)c1ccc(-c2ccnc3c2CC(C)(C(=O)NCC2CC2)O3)cc1 (configuration not stated)
  1, -3%
(33) CC(C)NC(=O)c1cc(C2CCCCN2S(=O)(=O)c2cccs2)on1 (configuration not stated)
  -12, -3%
(34) CC1(C)OC(=O)C2=C(C[C@@H](CCC(F)(F)F)O[C@H]2c2ccc(F)cc2)O1
  -6, -2%
(35) Nc1ncnc2c1ncn2[C@@H]1O[C@H](C(=O)N[C@H]2c3ccccc3C[C@H]2OC=O)[C@@H](O)[C@H]1O
  -2, -6%
(36) CCc1nc2ccc(C(=O)N(C)Cc3ccccc3)cn2c1N(CC)Cc1cccc(Br)c1
  -8, 9%
(37) COc1ccccc1-c1cnc(C(O)c2ccc(SC)cc2)[nH]1 (configuration not stated)
  -5, -2%
(38) NC(CSCc1ccccc1)C(=O)Nc1ccc([N+](=O)[O-])cc1 (configuration not stated)
  -13, 0%
(39) CCc1nc2c(OCC(=O)N3CCOCC3)cccn2c1N(C=O)Cc1ccccc1
  0, -3%
(40) COc1cccc(NC(=O)Nc2nnc(COCCO)s2)c1
  1, 0%

Going on with the list:
Values in the order – LDHA block, GRP78 ERSR act
(41) CCCC(=O)N1CCC1(C)C(=O)Nc1cc(-c2ccccc2)nn1C (configuration not stated)
  -6, 0%
(42) OC(c1ccc2c(c1)OCO2)c1ncc(-c2ccccc2)[nH]1 (configuration not stated)
  -7, 1%
(43) CS(=O)(=O)Nc1ccc(-c2cncc3nccn23)cc1
  -1, -5%
(44) COc1ccc(-c2nc3ccc(Cl)cn3c2Cc2ccc(C)cc2)cc1OC
  -2, 1%
(45) O=C(Nc1cccc(Cl)c1)c1csc([C@@H]2O[C@H](CO)[C@H](O)[C@H](O)[C@H]2O)n1
  -8, -2%
(46) CCC(=O)N1CCCC(C)(C(=O)Nc2ccc3oc(CC)nc3c2)C1 (configuration not stated)
  -1, 1%
(47) CCNC(=O)N(C)c1c(CC)nc2ccc(C(=O)N3CCN(C(=O)c4ccco4)CC3)cn12
  -5, -2%
(48) Cc1ccc2nc(-c3cccc(Br)c3)c(Cc3ccccc3)n2c1
  -7, -1%
(49) O=C(Nc1ccccc1)c1cc(C2CCCCN2S(=O)(=O)c2ccc(F)cc2F)on1 (configuration not stated)
  -3, 1%
(50) CCOc1ccc(CCN2C(=S)N([C@@H](CC(C)C)CN3CCC[C@@H]3CN3C(=S)NC[C@@H]3Cc3ccccc3)C[C@@H]2Cc2ccc(O)cc2)cc1
  -9, -3%
(51) CCOC(=O)N(C)c1c(CC)nc2c(OCc3ccc(Cl)cc3Cl)cccn12
  -4, -4%
(52) CCCS(=O)(=O)NC(=O)C1(C)CCCN(C(=O)c2cccc(OC(F)(F)F)c2)C1 (configuration not stated)
  -11, -1%
(53) COc1ccc(OCCN2CCC(C(=O)NC(c3ccsc3)c3ccccc3C)CC2)cc1 (configuration not stated)
  1, -3%
(54) Cn1ccc2c(-c3cccc4ccccc34)cc3c(c21)C1CCC3O1 (configuration not stated)
  4, -1%
(55) COc1ccc(NC(=O)c2cc(-c3cc(Cl)ccc3C)n[nH]2)cc1OC
  -3, -1%
(56) COc1cccc(-c2cnc(C(O)c3ccc(Cl)cc3)[nH]2)c1 (configuration not stated)
  -6, 3%
(57) CCOC(=O)C1=CCN(S(=O)(=O)c2ccccc2C)C1c1ccc(Cl)cc1 (configuration not stated)
  -6, -2%
(58) COc1ccc(F)cc1-c1cc(NC=O)c2ncc(-c3cc(OC)c(OC)c(OC)c3)n2c1
  -9, -3%
(59) COC(=O)c1ccc(Cn2c(C)c(C(=O)NCc3ccc(Cl)c(Cl)c3)sc2=O)o1
  -2, 2%
(60) CN1OC[C@@H]2CN(C(=S)NCCc3ccccc3)[C@H](c3ccc(N4CCCCC4)cc3)C[C@@H]21
  -8, -4%

(cont.)
Values in the order – LDHA block, GRP78 ERSR act
(61) CCc1nc2c(OCCn3cccc3)cccn2c1N(C)C(=O)c1ccco1
  -5, -3%
(62) CCc1nc2ccc(C(=O)NCc3ccccc3OC)cn2c1N(C)Cc1ccc(N(C)C)cc1
  -2, -3%
(63) Cc1cc(Br)cn2c(Cc3ccsc3)c(-c3ccco3)nc12
  0, -12%
(64) Cc1ccccc1-c1cc2nc(OCC3CCCO3)n(C)c(=O)c2s1 (configuration not stated)
  -2, -3%
(65) Cc1ccc(Cl)cc1-c1cc(C(=O)N2CCN(c3ccncc3)CC2)[nH]n1
  -5, -2%
(66) CCCC(C)(C)C(=O)N1CCC1(C)C(=O)NS(=O)(=O)c1ccc(Cl)cc1 (configuration not stated)
  -3, -4%
(67) C[C@H]1CN([C@@H](C)CO)C(=O)CCCn2cc(nn2)CO[C@@H]1CN(C)C(=O)Nc1ccc(-c2cccs2)cc1
  -8, -4%
(68) COc1ccc(-c2csc(C(C)(O)c3cccc(F)c3)n2)cc1 (configuration not stated)
  -3, 1%
(69) COc1cccc(OC)c1-c1cnc(NC(C)=O)cn1
  -5, -2%
(70) COc1ccc(CNc2nccn3ccnc23)cc1
  -4, 2%
(71) Cc1cc(F)ccc1C(O)c1ncc(-c2cccc(F)c2)[nH]1 (configuration not stated)
  -12, -1%
(72) CCCC(=O)N1CCCC1(C)C(=O)Nc1cc(C)ccc1C (configuration not stated)
  -6, -4%
(73) CCCS(=O)(=O)NC(=O)C1(C)CCCN(C(=O)c2ccccc2F)C1 (configuration not stated)
  -1, -3%
(74) Cc1ccc(OCc2nnn(CC(=O)NS(=O)(=O)c3c(C)noc3C)c2-c2ccccc2)cc1
  -16, -5%
(75) Cc1ccc(CNC(=O)C2(C)CCN2C(=O)Cc2ccc(C(C)(C)C)cc2)cc1 (configuration not stated)
  1, -1%
(76) CCCNC(=O)C1(C)CCN1C(=O)c1ccc(C(C)(C)C)cc1 (configuration not stated)
  -5, -5%
(77) COc1ccccc1C(O)c1ncc(-c2cccc3ccccc23)[nH]1 (configuration not stated)
  -8, -3%
(78) NC(c1csc(Nc2cnccn2)n1)C1CCCCC1 (configuration not stated)
  -7, -2%
(79) O=C(NCc1ccc(C(F)(F)F)cc1)c1cccc2c(-c3ccc(F)c(F)c3)coc12
  -2, -4%
(80) COc1ccc(Cl)cc1-c1cc(C(=O)Nc2cc(OC)c(OC)c(OC)c2)[nH]n1
  -2, -4%

Next part.
Values in the order – LDHA block, GRP78 ERSR act
(81) CC1(C(=O)O)CCN1C(=O)COc1ccc(Cl)cc1 (configuration not stated)
  -1, -3%
(82) CC(C)Oc1ccc(CN2CCC2(C)C(=O)NCc2cccc3ccccc23)cc1 (configuration not stated)
  6, 6%
(83) OC(c1ccc(F)cc1)c1nc(-c2cccc(F)c2)cs1 (configuration not stated)
  0, 3%
(84) O=C(NCCc1ccccc1F)c1[nH]c(C(F)(F)F)nc1-c1ccccc1
  -6, -3%
(85) NC(CO)c1csc(NC(=O)Nc2cccc(Cl)c2)n1 (configuration not stated)
  -7, 1%
(86) COc1ccc(C(C)(O)c2nc(-c3ccoc3)cs2)cc1 (configuration not stated)
  -1, -1%
(87) Cc1ccc(S(=O)(=O)N2C[C@H]3C(=O)C[C@@H](c4ccccc4)N(S(=O)(=O)c4ccc(C)cc4)[C@H]3C[C@H]2c2ccccc2F)cc1
  3, -5%
(88) O=C(NCc1ccccc1Cl)c1csc([C@@H]2O[C@H](CO)[C@@H](O)[C@H]2O)n1
  -6, -2%
(89) Cn1c(=O)c2cc(NC(=O)Cc3ccccc3F)ccc2n1-c1ccc(C(C)(C)C)cc1
  -9, 1%
(90) O=C(/C=C/[C@H]1O[C@@H](n2cnc3c(NC(=O)c4ccccc4)ncnc32)[C@H](O)[C@@H]1O)NCc1cccs1
  -3, -6%
(91) CC1(C(=O)Nc2ccc3c(c2)OCO3)Cc2c(-c3ccc4c(c3)OCO4)ccnc2O1 (configuration not stated)
  -5, 0%
(92) O=C(NC1CCCCC1)c1ccc(-c2cn[nH]c2)c2ccoc12
  -11, 3%
(93) Cc1cccc(C)c1NC(=O)Nc1nnc([C@H]2C[C@H](O)[C@@H](CO)O2)s1
  -4, -1%

Only part of the results is shown. The share of hits here may be higher or lower than overall.
